LGR2 antag – inhibitors of bursicon-induced LGR2 CRE-luciferase signal, primary screen, cell-based, HEK293, CRE-luciferase reporter, bursicon stimulation; inhibition, % at 9.99 µM; 380,000 tested, 0.35% active; Drosophila bursicon receptor LGR2 (rickets); AID 720647, 2013; bursicon-stimulated, 4 h;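 active = drop in luminescence signal, shown as inhibition above about 50% in the replicate tests, limit read from the data, passing the limit was not always enough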;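 also: agonist challenge used bursicon conditioned medium at about half maximal strength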
miR122 inh – miR-122 Renilla sensor signal increase in Huh7, primary screen, miR-122 inhibitor project, cell-based, single point, plate reader; Huh7 miR-122 Renilla luciferase sensor, 48 h; neutral wells = 0, positive control = 100; activation (reporter increase), % at 12.5 µM; 340,000 tested, 0.3% active; AID 602342, 2012;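 active = mean replicate activation score at least 90 and every replicate individually at or above 90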;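 also: higher luciferase means less miR-122 activity so hits act as miR-122 inhibitors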
EWS-Fli block – EWS/Fli-driven NR0B1 reporter inhibitors, primary screen, A673 cells, NR0B1 luciferase, luminescence, MLPCN library. AID 651661, 2012. viability-normalised. 350,000 tested, 0.67% active. inhibition, % at 12.6 µM;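 active = mean inhibition of at least 50% after viability correction, with every replicate also passing that limit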;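 also: firefly luciferase signal divided by Alamar Blue viability fluorescence both relative to DMSO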
Cneo AK release – Cryptococcus neoformans cell lysis inducers, primary screen, AK release luminescence, single concentration; lysis activity, % at 15 µM; C. neoformans lysis, adenylate kinase release luminescence, 4 h; normalised: neutral wells 0, clomiphene wells 100; 360,000 tested, 0.2% active;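 active = mean lysis activity across replicates of at least 80%, whatever share of replicates individually reach that level; inactive = mean lysis activity below 80%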
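Material – log-phase Cryptococcus neoformans yeast cells · Input – 5 × 10^6 yeast cells/mL · Medium – fresh YPD growth medium · Doses – single compound concentration per well · Timing – static 4 h at 37 °C with compound, 1 h detection · Detection – adenylate kinase release luminescence · Read-out – signal increase indicating cell lysis · Control set – Clomiphene as positive lysis control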
FN deposition inh – inhibitors of fibronectin matrix deposition, primary screen, AH1F cells, Alexa488-fibronectin fluorescence, plate reader | inhibition, % at 12.6 µM | 350,000 tested, 0.086% active | AID 743247, 2014 | AH1F fibroblasts, overnight;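 active = mean inhibition across replicates of 30% or more, regardless of how many single replicates reach that level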;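 also: positive control wells lacked labelled fibronectin entirely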
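Measured by – fluorescence 485/525 nm · System – AH1F fibroblast monolayer, labelled fibronectin deposition · Amount – 10000 cells per well · Buffer or medium – serum-reduced DMEM (2% serum) · Doses – single dose, pinned · Also added – fluorescent fibronectin at 24 nM final · Schedule – 1 h cell attachment, overnight exposure to compound and label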
PAX8 reporter – inhibitors of PAX8-driven TPO luciferase reporter, primary screen, RMG-I cells, single concentration. inhibition, % at 12.6 µM. SteadyGlo, 24 h. 360,000 tested, 1.2% active;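 active = mean replicate inhibition at least 60% with every replicate also reaching 60%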;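 also: luciferase light reporting Pax8 driven TPO promoter activity; plate controls were median of neutral control wells for no effect and mitoxantrone controls for full effect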
Casp6 inh – human caspase-6 inhibitors, primary screen, biochemical, VEID-R110 fluorescence, single point, set 2; P55212; 350,000 tested, 0.53% active; AID 686996, 2013; inhibition, % at 12.5 µM; purified caspase-6, Z-VEID-R110 cleavage fluorescence;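 active = mean inhibition across replicates at least about 35%, with every replicate also reaching that limit, limit read from the data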;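 also: 0% = median of neutral control wells and 100% = no fluorescence left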
Target sequence (P55212 24-179 limits assumed): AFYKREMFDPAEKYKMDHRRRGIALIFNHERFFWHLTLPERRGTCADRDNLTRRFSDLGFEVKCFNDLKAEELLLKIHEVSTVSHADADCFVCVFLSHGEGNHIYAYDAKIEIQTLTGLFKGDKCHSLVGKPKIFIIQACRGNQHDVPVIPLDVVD
Target sequence (P55212 194-293 limits assumed): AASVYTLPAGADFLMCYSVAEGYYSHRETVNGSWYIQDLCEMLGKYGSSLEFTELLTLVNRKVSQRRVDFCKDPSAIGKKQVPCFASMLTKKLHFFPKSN
PGC1a acetyl inh – inhibitors of PGC1a acetylation signal, primary screen, cell-based, U2OS, AlphaScreen, inhibitor mode. AlphaScreen anti-acetyl-lysine; with virally co-expressed GCN5 acetyltransferase. inhibition, % at 15.6 µM. 350,000 tested, 0.17% active;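 active = every replicate shows inhibition of at least 40%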;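 also: 0% = neutral control wells and 100% = positive control wells; some results beyond the cut were filed as inactive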
Active calls of the source: *; x = not tested or not shown; [ ] = remark or other dose.

Order of results: LGR2 antag	miR122 inh	EWS-Fli block	Cneo AK release	FN deposition inh	PAX8 reporter	Casp6 inh	PGC1a acetyl inh
Cc1ccc(S(=O)(=O)N(C)C[C@H]2OCCCC[C@@H](C)Oc3ccc(NS(=O)(=O)c4ccc(Cl)cc4)cc3C(=O)N([C@H](C)CO)C[C@@H]2C)cc1
→ -1	0[16.7 µM]	1	-4	9	11	5	11
CC(=O)N1CCN(C(=O)c2ccc3c(c2)OCCO3)CC1
→ 1	x	x	0	2	-4	-31	x
COCCn1c(=O)c2c(nc3n2CC(C)CN3CCc2ccccc2)n(C)c1=O (configuration not stated)
→ -19	x	x	3	-1	-7	-1	x
COC(=O)C[C@H]1CC[C@H](NS(=O)(=O)c2ccc(OC)cc2)[C@@H](CO)O1
→ 20	x	-1	-1	-1	-2	3	2
COc1cc(/C=C(\C#N)c2ccccn2)ccc1OCc1ccccc1Cl
→ -17	-3	-4	-2	0	-13	-5	-13
COC(=O)c1ccc(OCC(=O)c2ccccc2OC)cc1
→ -13	3	x	-1	-9	-30	3	-5
COc1cc(OC)c(OC)cc1/C=N/Nc1nc2ccccc2[nH]1
→ -11	x	6	x	-9	17	-3	x
O=S(=O)([N-]c1nc2ccccc2nc1-n1cc[n+](Cc2ccccc2)c1)c1ccc(Br)cc1
→ 19	10	23	1	2	2	-3	11
C=CCn1c(=O)c(C(=O)Nc2ccccc2O)c(O)c2ccccc21
→ x	5	x	1	-7	x	x	4
CC(C)(C)c1ccc(C(=O)NCCN2CCCC2)cc1
→ 11	3	-2	x	-2	12	-4	8
CCN(CC(=O)Nc1ccccc1OC)C(=O)CC1CCCC1
→ 8	x	-9	2	4	2	0	1
C[C@@H]1CN([C@H](C)CO)C(=O)c2cccc(NC(=O)c3nc4ccccc4s3)c2O[C@H]1CN(C)Cc1ccc(-c2ccccc2)cc1
→ -12	1[16.7 µM]	5	-1	x	x	-2	12
CNC(=O)C[C@@H]1CC[C@@H]2[C@H](COc3ccc(NC(=O)C4CCCCC4)cc3C(=O)N2C)O1
→ -5	-1[16.7 µM]	-2	-3	-8	1	0	4
CO[C@H]1CN(C)C(=O)c2cc(NC(=O)NC(C)C)ccc2OC[C@H](C)N(CC2CC2)C[C@@H]1C
→ -8	x	-18	-3	-3	-14	3	-3
CC1(C(=O)NS(=O)(=O)C2CC2)CCCN(C(=O)c2ccccc2C(F)(F)F)C1 (configuration not stated)
→ -1	-5	-3	-1	-5	-9	-1	-10
Cc1noc(C)c1NC(=O)N[C@@H]1CC[C@H](CC(=O)N2CCCCC2)O[C@H]1CO
→ -22	x	2	8	x	-16	2	1
Cc1ccc(S(=O)(=O)N(C)C)cc1NC(=O)CSc1ncn[nH]1
→ -14	2	3	3	2	-6	0	x
Nc1nnc(SCC(=O)Nc2ccc(N3CCOCC3)c(Cl)c2)s1
→ -7	1	x	-5	2	-6	-2	4
COc1cccc(-c2cc(C(=O)Nc3cccnc3)no2)c1
→ x	14	x	-10	21	-15	x	-29
Cc1cccc2cc(CN(CC3CCCO3)C(=O)NC3CCCCC3)c(=O)[nH]c12 (configuration not stated)
→ x	6	x	-1	0	5	x	-5
CCS(=O)(=O)N1CCN(Cc2c[nH]c3ccccc23)CC1
→ 6	x	9	x	x	14	-4	0
COc1cc(/C=C/C(=O)O)cc(S(=O)(=O)NCc2ccco2)c1OC
→ 4	x	-2	x	-10	-8	-2	3
CCN(CC)S(=O)(=O)c1ccc(-c2nnc(SCC(=O)N3c4ccccc4CC3C)o2)cc1 (configuration not stated)
→ x	0	x	0	1	x	x	-5
Cc1ccc2c(c1)N(CCC(=O)NCCCN1CCCC1)C(=O)CO2
→ 12	-4	-2	5	-1	-7	-22	-3
CC(=O)c1ccc(-c2ccc(C(=O)NC3CCCCCC3)o2)cc1
→ 17	-7	-6	1	-6	14	-2	9
Cc1ccc(/C=N/N2CCN(C3c4ccccc4-c4ccccc43)CC2)o1
→ 5	x	8	x	-17	2	1	x
O=C(OCC(=O)N1CCc2ccccc2C1)c1c(F)cccc1Cl
→ -66	-9	-57	-1	3	-186	-3	1
Cc1oncc1C(=O)NC1CCCCC1
→ x	-5	3	1	-1	8	0	x
O=C(O)/C=C/C(=O)N(Cc1ccccc1)Cc1ccco1
→ -5	-2	4	x	0	3	3	-5
Cc1ccc(NC(=O)[C@@H]2O[C@H](CO)[C@H](O)[C@H](O)[C@H]2O)cc1C(F)(F)F
→ 1	1	-15	2	1	5	3	x
Cn1ccnc1Sc1nc2c(c(=O)n(C)c(=O)n2C)n1C
→ 4	-3	5	1	x	x	2	-1
CC(=O)N(C)C[C@@H]1Oc2ncc(-c3ccc(C#N)cc3)cc2C(=O)N([C@H](C)CO)C[C@H]1C
→ -6	5[16.7 µM]	-7	-3	2	x	-1	-3
CC[C@@]1(C(=O)OC)N[C@H](CN(C)S(=O)(=O)c2ccc(-c3ccccc3)cc2)[C@@H]2C(=O)N(Cc3ccccc3)C(=O)[C@@H]21
→ -27	x	4	4	-9	5	-2	x
CCc1ccc(C2C(=O)c3ccccc3C2=O)cc1
→ -6	2	-28	3	4	9	-3	7
C[C@H](CO)N1C[C@H](C)[C@H](CN(C)C(=O)C2CCCCC2)Oc2cc(C#Cc3ccncc3)ccc2S1(=O)=O
→ 2	29[16.7 µM]	12	3	x	57	-1	-5
C[C@H](CO)N1C[C@H](C)[C@@H](CN(C)S(=O)(=O)c2cn(C)cn2)Oc2ccc(NS(=O)(=O)c3ccc(Cl)cc3)cc2C1=O
→ -25	5[16.7 µM]	0	-6	x	x	-1	-5
CC(C)OC(=O)Cn1nnc(-c2ccccc2)n1
→ x	-12	x	0	-6	10	x	-1
COc1cccc(CNC(=O)C2CCN(S(=O)(=O)c3ccc(C)cc3)CC2)c1
→ 1	-1	13	-1	8	5	-2	-10
COc1ccc(S(=O)(=O)N(C)C[C@H]2OCCCC[C@@H](C)Oc3ccc(NC(=O)NC4CCCCC4)cc3C(=O)N([C@@H](C)CO)C[C@H]2C)cc1
→ 8	1[16.7 µM]	5	-2	11	49	-2	-11
CC(C)CC1NC(=O)N(CC(=O)c2ccc3c(c2)OCCO3)C1=O (configuration not stated)
→ x	-5	x	-1	-4	-176	x	3
C[C@@H]1CN([C@H](C)CO)S(=O)(=O)c2ccc(C#Cc3ccccc3)cc2O[C@@H]1CN(C)S(=O)(=O)c1cn(C)cn1
→ -3	47[16.7 µM]	9	5	4	x	0	-4
CCCN1CCC(NC(=S)Nc2ccc(OC)c(OC)c2)CC1
→ 21	1	1	5	2	-12	5	4
Cc1nc2c(C)cccn2c(=O)c1NC(=O)c1ccco1
→ 14	x	-5	x	7	-7	-5	x
Cc1oc2cc3oc(=O)c(CC(=O)NCCC(=O)O)c(C)c3cc2c1C
→ -5	x	-7	0	3	-10	3	0
COc1ccc(C(=O)N/C(=C\c2ccco2)C(=O)OCc2ccco2)cc1
→ -1	x	5	x	-11	6	4	-3

Fetched by compound from the entries so far (three):
Order of results: LGR2 antag	miR122 inh	EWS-Fli block	Cneo AK release	FN deposition inh	PAX8 reporter	Casp6 inh	PGC1a acetyl inh
COc1cc(/C=C(\C#N)c2ccccn2)ccc1OCc1ccccc1Cl
→ -17	-3	-4	-2	0	-13	-5	-13
CC(=O)N(C)C[C@@H]1Oc2ncc(-c3ccc(C#N)cc3)cc2C(=O)N([C@H](C)CO)C[C@H]1C
→ -6	5[16.7 µM]	-7	-3	2	x	-1	-3
COc1ccc(S(=O)(=O)N(C)C[C@H]2OCCCC[C@@H](C)Oc3ccc(NC(=O)NC4CCCCC4)cc3C(=O)N([C@@H](C)CO)C[C@H]2C)cc1
→ 8	1[16.7 µM]	5	-2	11	49	-2	-11

Next section
Order of results: LGR2 antag	miR122 inh	EWS-Fli block	Cneo AK release	FN deposition inh	PAX8 reporter	Casp6 inh	PGC1a acetyl inh
CO[C@@H]1CN(C)C(=O)c2cc(NC(=O)Nc3cccc(F)c3)ccc2OC[C@H](C)N(C(=O)C2CC2)C[C@@H]1C
→ 1	7[16.7 µM]	3	-3	0	26	x	-1
CC(=O)c1ccc(N2CCN(CC(=O)Nc3cc(C)on3)CC2)cc1
→ -3	4	-32	-2	-6	13	0	x
CC1(C)CC(=O)C(C=NCCN2CCN(C(=S)Nc3ccccc3)CC2)=C(O)C1
→ x	-2	x	2	-4	3	x	-7
Cc1ccc(C)c(S(=O)(=O)N2CCN(C(=O)CNC(=O)c3ccc4ccccc4c3)CC2)c1
→ -9	x	-2	x	6	20	-3	x
C/C(=N\NC(=O)C(N)=O)c1cccc([N+](=O)[O-])c1
→ 7	x	-3	x	8	-7	-1	x
c1ccc(-c2noc(C3CCCCC3)n2)nc1
→ x	4	x	1	-12	-128	x	3
O=C(Cc1ccccn1)N[C@@H]1C=C[C@H](CC(=O)N2CCCCC2)O[C@H]1CO
→ 1	x	-2	-2	-6	-5	-1	-7
COCCNC(=O)C1(C)CCCN(C(=O)c2ccc3ccccc3c2)C1 (configuration not stated)
→ -6	x	-20	-3	-8	1	3	x
CCS(=O)(=O)Nc1ccc2c(c1)C(=O)N(C)C[C@H](OC)[C@H](C)CN(C(=O)C1CC1)[C@@H](C)CO2
→ 4	x	4	-5	-4	-2	-4	11
C[C@@H](NC(=O)C[C@@H]1CC[C@H]2[C@@H](COC[C@H](O)CN2C)O1)c1ccccc1
→ 1	4[16.7 µM]	-2	2	6	-7	2	-11
Cc1cc(C)n(-c2cccc(C(=O)O)c2)n1
→ 1	x	8	x	-3	7	-4	0
Cn1c2ccccc2c2nnc(SCC(N)=O)nc21
→ 5	0	-10	0	1	9	0	3
Nc1cc(=O)[nH]c(SCC(=O)Nc2cc(S(=O)(=O)N3CCCCCC3)ccc2Cl)n1
→ -55	2	4	-1	6	-13	-1	-3
O=C(O)Cc1ccc(C(=O)CSc2ccccc2)s1
→ x	x	-7	x	3	9	49*	x
O=C(Nc1cccc2ccccc12)/C(=C/c1cccc([N+](=O)[O-])c1)NC(=O)c1cccs1
→ 4	22	x	0	1	10	x	-8
CC(C)NC(=O)N(C)C[C@@H]1OCCCC[C@@H](C)Oc2ccc(NC(=O)CCCCCC(=O)Nc3ccccc3N)cc2C(=O)N([C@H](C)CO)C[C@@H]1C
→ -2	13[16.7 µM]	-13	-3	4	-28	-1	30
C=CCn1c(C(C)NC(=O)C(C)(C)C)nc2ccccc21 (configuration not stated)
→ -1	-1	x	1	-1	x	-1	4
CCOc1ccccc1N1C(=O)CN(Cc2ccc(OC)c(OC)c2)C1=S
→ 2	2	20	0	4	-7	-3	-15
Cc1cc(C(=O)COc2cccc3cccnc23)c(C)n1C
→ x	0	x	1	5	-10	x	-12
CO[C@@H]1CN(C)C(=O)c2cc(NC(=O)c3cnccn3)ccc2OC[C@H](C)N(C(C)=O)C[C@H]1C
→ 6	x	0	-1	-5	9	-1	4
COc1ccc(/C=C/C(=O)Nc2ccc(C(N)=O)cc2)cc1OC
→ -12	-3	-20	-3	-2	9	1	-1
COc1ccc(N2CCN(C(=S)NC(=O)c3cccs3)CC2)c([N+](=O)[O-])c1
→ -9	28	7	-2	-6	-8	6	-4
CCNC(=O)C1(C)CCCN1C(=O)c1cnc2ccccc2n1 (configuration not stated)
→ -3	-6	-10	-1	5	15	-2	x
O=C(NCC(F)(F)F)[C@@H]1[C@@H](CO)[C@@H]2Cn3c(cccc3=O)[C@H]1N2C(=O)C1CCC1
→ 11	4[16.7 µM]	1	-2	-1	x	2	x

Screening results from PubChem BioAssay.
